Screening data deposited in PubChem by several laboratories.
HPDE-C7 cytotoxicity – HPDE-C7 pancreatic duct cell viability loss – fluorescence, HTS (AID 430) | cytotoxicity, % at 10 µM, or EC50 in µM where a hit was titrated | HPDE-C7 pancreatic duct cells viability, fluorescence; higher % means a stronger effect | 63,000 tested, 1.8% active;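 further: cells exposed to compound for 48 hours before viability readout; 0% = vehicle and 100% = reference cytotoxic drug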
LYP phosphatase – LYP phosphatase inhibitors, primary screen, biochemical, DiFMUP fluorescence, recombinant catalytic domain, 10 µM (AID 606). 52,000 tested, under 10 active. recombinant LYP catalytic domain, DiFMUP fluorescence; higher % means a stronger effect. one-dose inhibition, % at 10 µM; IC50 in µM for titrated hits;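 active means IC50 under 40 µM in the dose-response test; inactive means IC50 of 40 µM or more, or never dose-tested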
Spn PMK inh – inhibitors of Streptococcus pneumoniae phosphomevalonate kinase. purified PMK, PK/LDH-coupled NADH absorbance 340 nm. inhibition, % at 10 µM. AID 539. 65,000 tested, 0.49% active;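 active means top-ranked compounds by inhibition in the single 10 µM screen, taking a fixed number of the strongest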;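 further: 0% = full reaction with DMSO carrier and 100% = background rate without enzyme reaction; no value below 0 was filed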
Spn DPM-DC inh – blocks S. pneumoniae diphosphomevalonate decarboxylase; purified DPM-DC, PK/LDH coupled NADH fluorescence; calls only at 10 µM; 65,000 tested, 0.49% active;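 active means the 320 compounds with the highest percent inhibition in the single-dose primary screen, excluding strongly autofluorescent ones, cut at about 32% in these data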;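 further: kinetic rate of NADH fluorescence loss reporting ADP formed by the decarboxylase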
Alkaline phosphatase – human TNAP enzyme inhibitors, biochemical, luminescent (AID 518); inhibition, % at 20 µM, or IC50 in µM where a hit was titrated; 64,000 tested, 0.09% active; purified TNAP enzyme, luminescent substrate readout; higher % means a stronger effect; in the data active means a potency from the dose series; inactive means the rest, 99 in 100 with inhibition below about 22%;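 further: plate controls were vehicle for no effect and reference inhibitor for full effect; many of its hits are not listed in these tables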
Bfl-1 inhibitors – displacement of Bid BH3 peptide from Bfl-1 – biochemical, fluorescence polarization, FITC-Bid, mouse, primary screen (AID 432). FITC-Bid BH3 peptide fluorescence polarization displacement; higher % means a stronger effect. one-dose displacement, % at 20 µM; IC50 in µM for titrated hits. 64,000 tested, 0.02% active; in the data active means a potency from the dose series; inactive means the rest, 99 in 100 with displacement below about 15%; further: strong numbers were not always called active
KRASV12 cytotoxicity – viability loss of HPDE-C7K cells – cell-based, fluorescence, HTS, primary screen (AID 431) | HPDE-C7K KRASV12 cells, Alamar Blue viability, 48 h; higher % means a stronger effect | cytotoxicity, % at 10 µM; hits with a dose series show EC50 in µM | 63,000 tested, 1.7% active;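 active means compounds whose percent cytotoxicity in the single-dose primary screen, scaled between solvent and toxic-drug controls, exceeds 50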;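 further: 0% = DMSO solvent wells and 100% = doxorubicin-treated wells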
HT1080 viability – HT1080 cell viability loss – fluorescence readout (AID 620); HT1080 viability, fluorescence; higher % means a stronger effect; cytotoxicity, % at 10 µM; hits with a dose series show EC50 in µM; 87,000 tested, 0.42% active;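 further: cells exposed to compound overnight then 4 h with Alamar Blue; 0% = vehicle DMSO and 100% = killing control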
Spn MK inh – inhibitors of Streptococcus pneumoniae mevalonate kinase | purified MK, PK/LDH-coupled NADH absorbance 340 nm | 65,000 tested, 0.48% active | inhibition, % at 10 µM;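 active means ranked among the strongest by inhibition in the single 10 µM screen, a fixed top-ranked set picked for dose follow-up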; further: no value below 0 was filed
Spn PMK inh pilot replicates – recorded beside Spn PMK inh, whose call it bears; inhibition, %; measured here: pilot screen replicates
Spn MK inh pilot replicates – also measured in Spn MK inh; calls as there; inhibition, %; measured here: pilot screen replicates
Spn DPM-DC inh pilot screen % – second read-out of Spn DPM-DC inh, no call of its own (marks repeat the call); inhibition, %; measured here: pilot screen trials
Active calls of the source: *; i = inactive; / = no result given. Unless noted, no stated cut-off is given here; in the data, active means cytotoxicity above about 50%; inactive means the rest.

Start of the data: the first 7 records, ahead of the listing:
SMILES | HPDE-C7 cytotoxicity | LYP phosphatase | Spn PMK inh | Spn DPM-DC inh | Alkaline phosphatase | Bfl-1 inhibitors | KRASV12 cytotoxicity | HT1080 viability | Spn MK inh | others
Cc1nc2cccc(C(=O)NC3CCCCC3)c2o1 | 0% | 9% | 10 | i | 14% | 7% | -2% | 4% | 9 | Spn PMK inh pilot replicates=3.0;Spn MK inh pilot replicates=0.0;Spn DPM-DC inh pilot screen %=0.0
COc1cc2c(cc1OC)C(COc1ccc3c(C)cc(=O)oc3c1)N(C(=O)c1ccco1)CC2 (stereo unspecified) | 2% | 9% | 3 | i | 11% | 2% | -6% | -1% | 7
CS(=O)(=O)Nc1ccc2c(c1)C(=O)OC2 | 4% | -1% | 4 | i | 1% | -1% | 2% | 10% | 8
COc1cccc(-c2noc(-c3cccs3)n2)c1 | 6% | / | 7 | i | 11% | -9% | -2% | 17% | 3 | Spn PMK inh pilot replicates=3.0;Spn MK inh pilot replicates=0.0;Spn DPM-DC inh pilot screen %=0.0
Cc1ccc(C)c(Cn2nnc3c(=O)[nH]c(C(=O)NCc4ccco4)nc32)c1 | -4% | 11% | 19 | i | 6% | 0% | -7% | 17% | 7
N#CCCn1c(-c2nonc2NC(=O)c2ccccc2Cl)nc2ccccc21 | 42% | -10% | 9 | i | 10% | -5% | 42% | / | 11
COc1cc(C)c(C)cc1S(=O)(=O)N1CCCCC1c1cccnc1 (stereo unspecified) | 3% | 10% | 4 | i | 6% | 10% | -8% | 11% | 0

Main list (from the top)
SMILES | HPDE-C7 cytotoxicity | LYP phosphatase | Spn PMK inh | Spn DPM-DC inh | Alkaline phosphatase | Bfl-1 inhibitors | KRASV12 cytotoxicity | HT1080 viability | Spn MK inh | others
Cc1nc2cccc(C(=O)NC3CCCCC3)c2o1 | 0% | 9% | 10 | i | 14% | 7% | -2% | 4% | 9 | Spn PMK inh pilot replicates=3.0;Spn MK inh pilot replicates=0.0;Spn DPM-DC inh pilot screen %=0.0
COc1cc2c(cc1OC)C(COc1ccc3c(C)cc(=O)oc3c1)N(C(=O)c1ccco1)CC2 (stereo unspecified) | 2% | 9% | 3 | i | 11% | 2% | -6% | -1% | 7
CS(=O)(=O)Nc1ccc2c(c1)C(=O)OC2 | 4% | -1% | 4 | i | 1% | -1% | 2% | 10% | 8
COc1cccc(-c2noc(-c3cccs3)n2)c1 | 6% | / | 7 | i | 11% | -9% | -2% | 17% | 3 | Spn PMK inh pilot replicates=3.0;Spn MK inh pilot replicates=0.0;Spn DPM-DC inh pilot screen %=0.0
Cc1ccc(C)c(Cn2nnc3c(=O)[nH]c(C(=O)NCc4ccco4)nc32)c1 | -4% | 11% | 19 | i | 6% | 0% | -7% | 17% | 7
N#CCCn1c(-c2nonc2NC(=O)c2ccccc2Cl)nc2ccccc21 | 42% | -10% | 9 | i | 10% | -5% | 42% | / | 11
COc1cc(C)c(C)cc1S(=O)(=O)N1CCCCC1c1cccnc1 (stereo unspecified) | 3% | 10% | 4 | i | 6% | 10% | -8% | 11% | 0
O=C(Nc1cccc(O)c1)c1ccccc1 | -2% | 7% | 0 | i | 13% | 5% | -8% | 7% | 6 | Spn PMK inh pilot replicates=1.0;Spn MK inh pilot replicates=0.0;Spn DPM-DC inh pilot screen %=0.5
Cc1ccc(N2C(=O)CC(N(O)C3CC(=O)N(c4ccc(C)cc4)C3=O)C2=O)cc1 (stereo unspecified) | 14% | 3% | 4 | i | 5% | -1% | 7% | -1% | 13
O=C(COC(=O)c1cccc(S(=O)(=O)N2CCOCC2)c1)Nc1ccc2c(c1)OCO2 | -7% | / | 8 | i | 4% | -6% | -4% | -1% | 3
Cc1ccc(C2CC(C(F)F)n3ncc(C(=O)Nc4cnn(Cc5ccccc5C)c4)c3N2)cc1 (stereo unspecified) | 29% | 6% | 0 | i | 8% | 2% | 22% | 0% | 5
COc1ccc(NC(=O)CC(Cc2ccccc2)C(=O)O)cc1 (stereo unspecified) | 6% | -4% | 18 | i | 14% | -7% | -2% | -11% | 0
COc1cccc(N(C(=O)c2ccco2)C(C(=O)NC2CCCC2)c2ccc(N(C)C)cc2)c1 (stereo unspecified) | -42% | 14% | 14 | i | 14% | 4% | -8% | -10% | 8 | Spn PMK inh pilot replicates=5.0;Spn MK inh pilot replicates=0.0;Spn DPM-DC inh pilot screen %=0.0
COc1cccc(NC(=O)CSc2ccc3nnc(-c4ccncc4)n3n2)c1 | 5% | -9% | 0 | i | 2% | -2% | 7% | / | 11
Nc1sc2c(c1C(=O)NC1CCS(=O)(=O)C1)CCC2 (stereo unspecified) | -15% | -2% | 10 | i | 2% | 1% | -8% | -10% | 3
O=c1c2c3n(c(=O)nc2[nH]n1-c1ccccc1)CCCCC3 | -30% | -15% | 10 | i | 9% | -5% | -19% | -2% | 0
Cc1cc(C)nc(SCC(=O)Nc2ccc(S(=O)(=O)Nc3nccs3)cc2)n1 | -11% | -2% | 5 | i | 23% | -5% | -10% | 12% | 10 | Spn PMK inh pilot replicates=3.0;Spn MK inh pilot replicates=0.5;Spn DPM-DC inh pilot screen %=0.0
COc1ccccc1C(=O)N1CCCC1(C#N)c1ccccc1 (stereo unspecified) | 2% | 12% | 31 | / | 6% | -1% | -2% | -1% | 3
CCCC(=O)n1nc(-c2ccco2)nc1SCc1ccccc1 | 4% | 7% | 0 | i | 5% | -2% | 2% | -2% | 14
CCn1c(N)c(C(=O)NCc2cccnc2)sc1=S | -8% | 3% | 13 | i | 7% | -3% | 0% | 1% | 5
COc1ccc(C(O)c2nccn2Cc2ccccc2)cc1 (stereo unspecified) | 10% | / | 11 | i | -1% | -2% | 0% | / | 0
COc1cc(NC(=O)c2cccc3c2C(=O)N(Cc2cccnc2)C3)cc(OC)c1OC | -2% | 5% | 0 | i | 0% | -2% | -5% | 6% | 7
O=C(O)CSCc1c(F)cccc1Cl | 9% | 4% | 7 | i | 6% | -2% | 3% | 2% | 4
COc1ccc(CCN2CCCn3c2nc2c3c(=O)n(Cc3ccccc3F)c(=O)n2C)cc1OC | 4% | / | 0 | i | 2% | 5% | 16% | 8% | 0
O=C1CNCc2[nH]c3ccccc3c2N1c1ccccc1 | -10% | 2% | 5 | i | 13% | 1% | -1% | 7% | 5 | Spn PMK inh pilot replicates=0.0;Spn MK inh pilot replicates=0.0;Spn DPM-DC inh pilot screen %=0.0

Continued, starting with the last 2 of the part before.
SMILES | HPDE-C7 cytotoxicity | LYP phosphatase | Spn PMK inh | Spn DPM-DC inh | Alkaline phosphatase | Bfl-1 inhibitors | KRASV12 cytotoxicity | HT1080 viability | Spn MK inh | others
COc1ccc(CCN2CCCn3c2nc2c3c(=O)n(Cc3ccccc3F)c(=O)n2C)cc1OC | 4% | / | 0 | i | 2% | 5% | 16% | 8% | 0
O=C1CNCc2[nH]c3ccccc3c2N1c1ccccc1 | -10% | 2% | 5 | i | 13% | 1% | -1% | 7% | 5 | Spn PMK inh pilot replicates=0.0;Spn MK inh pilot replicates=0.0;Spn DPM-DC inh pilot screen %=0.0
O=C(NCCOc1ccccc1)c1ncn[nH]1 | -4% | 7% | 0 | i | 14% | -5% | 0% | -1% | 7
COC(=O)c1c(NC(=O)CN2CCOCC2)sc2c1CCC(C)C2 (stereo unspecified) | 0% | / | 6 | i | 1% | -6% | 8% | 7% | 0
COc1ccc2[nH]cc(C3N4CC5(C)CN3CC(C)(C4)C5=O)c2c1 (stereo unspecified) | / | 3% | 13 | i | / | / | / | -1% | 48*
O=C1c2ccccc2C(=O)N1CCc1ccccn1 | 4% | 19% | 9 | i | 3% | -2% | 1% | 7% | 1
CCOC(=O)c1cc(C#N)c(SCC(=O)c2cc(C#N)c(SC)nc2C)[nH]c1=O | 39% | 13% | 16 | / | 13% | 3% | 40% | -12% | 8
CCOC(=O)N1CCC(NC(=O)C2CCCN(S(C)(=O)=O)C2)CC1 (stereo unspecified) | 2% | 1% | 24 | i | 7% | -1% | 0% | -3% | 0
Cc1ccnc(NC(=O)CCC(=O)N(CC(=O)NC2CCCCC2)c2ccc3c(c2)OCO3)c1 | -10% | / | / | i | 0% | -6% | -8% | 8% | 7
COc1ccc(CSc2n[nH]c(C)n2)cc1Br | 6% | -3% | 0 | i | 3% | -9% | -2% | / | 2
CC(=O)c1c(N2CCN(C(=O)c3ccco3)CC2)nc(=S)n(-c2ccccc2)c1C | -18% | 4% | 0 | i | 6% | 0% | -12% | 3% | 2
O=C(c1cc(-c2ccccc2)on1)N1CCN(C(=O)c2ccco2)CC1 | -4% | 8% | 12 | i | 10% | -5% | 8% | 4% | 0
CCOC(=O)CSC1=C(C#N)C(c2ccc(C)cc2)C(C(=O)OC)C(=O)N1 (stereo unspecified) | -10% | 7% | 4 | i | 13% | 3% | 6% | -2% | 3 | Spn PMK inh pilot replicates=0.0;Spn MK inh pilot replicates=0.5;Spn DPM-DC inh pilot screen %=2.5
COc1ccc(Cn2nnc3c(=O)[nH]c(C4CCN(C(=O)c5ccccc5Cl)CC4)nc32)cc1 | 2% | 10% | 15 | i | 9% | 0% | 3% | 7% | 0
CC(=O)N1CCN(Cc2cc(=O)n3cc(Cl)c(C)c(Cl)c3n2)CC1 | -8% | -1% | 9 | i | 4% | -6% | -1% | -3% | 0
CCOc1ccccc1N1C(=O)c2ccc(C(=O)O)cc2C1=O | -7% | 12% | 0 | i | 2% | -4% | -4% | 0% | 5
Cc1cc(C)c2c(N)c(S(=O)(=O)c3ccccc3)sc2n1 | 11% | 3% | 0 | i | 6% | -16% | 10% | -4% | 1
Cc1csc2c(C#N)c(=O)c3c(n12)CCC3 | -18% | -4% | 10 | i | 10% | -4% | -13% | 0% | 1
O=S(=O)(NCc1csc(-c2cccnc2)n1)c1cccs1 | -15% | 0% | 11 | i | 10% | 1% | -5% | -6% | 2
CCOCCOC(=O)COc1ccc(N2C(=O)c3ccccc3C2=O)cc1 | -18% | 10% | 0 | i | 11% | 5% | -5% | 3% | 0
Cc1nc(N)sc1-c1csc(N(C)c2ccc(O)cc2)n1 | 34% | 20% | 1 | i | 6% | 4% | 40% | 1% | 14
CCOC(=O)c1ccc(N2C(=O)CC(SCC(N)C(=O)OCC)C2=O)cc1 (stereo unspecified) | -15% | 8% | 18 | i | 6% | -8% | -8% | 5% | 1
Cc1ccc(NC(=O)CSc2nnc(-c3ccccc3Br)o2)cc1C | 7% | / | 5 | i | 11% | 2% | 14% | -4% | 0
CC(C)=C1C2C=CC1C(C(=O)Nc1cc(C)ccc1C)C2C(=O)O (stereo unspecified) | -13% | 2% | 0 | i | -3% | -4% | -15% | 22% | 4
COC(=O)[C@H](CCSC)NC(=O)Nc1ccc(C)cc1C | -4% | / | 0 | i | 7% | -2% | 6% | 8% | 0

Pulled by structure from above:
SMILES | HPDE-C7 cytotoxicity | LYP phosphatase | Spn PMK inh | Spn DPM-DC inh | Alkaline phosphatase | Bfl-1 inhibitors | KRASV12 cytotoxicity | HT1080 viability | Spn MK inh | others
COc1ccc2[nH]cc(C3N4CC5(C)CN3CC(C)(C4)C5=O)c2c1 (stereo unspecified) | / | 3% | 13 | i | / | / | / | -1% | 48*
COc1ccc(Cn2nnc3c(=O)[nH]c(C4CCN(C(=O)c5ccccc5Cl)CC4)nc32)cc1 | 2% | 10% | 15 | i | 9% | 0% | 3% | 7% | 0
